# LMP1 NFkB inh = EBV LMP1-driven NF-kappaB luciferase reporter inhibitors, primary screen, cell-based, luminescence, single point; LMP1-induced NF-kappaB luciferase reporter cells; inhibition, % at 12.5 µM; actives 0.69% (n = 350,000); in the data active = inhibition above about 41%; inconclusive = no clear call, values can overlap the other calls;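 also: 0% = neutral control wells and 100% = reference inhibitor control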
# TRAIL sens C8 = viability loss with TRAIL in NB7+C8 cells, primary screen, TRAIL sensitizer project, cell-based, ATPlite luminescence. AID 624354, 2012. inhibition (viability loss, TRAIL sensitization), % at 10 µM. actives 1% (n = 360,000);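 active = compounds causing at least 50% loss of cell viability in the single-dose screen, relative to plate controls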
# NR2E3 ag-1 = inhibitors of NR2E3-RetCOR corepressor binding, primary screen, NR2E3 agonist project, biochemical, TR-FRET, GST-NR2E3, biotin-RetCOR; 1536-well; inhibition of corepressor binding, % at 4.78 µM; actives 0.12% (n = 320,000); AID 2300, 2010;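 active = percent inhibition above the cutoff of mean plus 3 SD of all tested compounds, set per screening campaign, cut at about 20% in these data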;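 also: 0% = DMSO wells and 100% = biotin wells as full block of FRET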
# Target sequence (Q9Y5X4 whole entry, looked up): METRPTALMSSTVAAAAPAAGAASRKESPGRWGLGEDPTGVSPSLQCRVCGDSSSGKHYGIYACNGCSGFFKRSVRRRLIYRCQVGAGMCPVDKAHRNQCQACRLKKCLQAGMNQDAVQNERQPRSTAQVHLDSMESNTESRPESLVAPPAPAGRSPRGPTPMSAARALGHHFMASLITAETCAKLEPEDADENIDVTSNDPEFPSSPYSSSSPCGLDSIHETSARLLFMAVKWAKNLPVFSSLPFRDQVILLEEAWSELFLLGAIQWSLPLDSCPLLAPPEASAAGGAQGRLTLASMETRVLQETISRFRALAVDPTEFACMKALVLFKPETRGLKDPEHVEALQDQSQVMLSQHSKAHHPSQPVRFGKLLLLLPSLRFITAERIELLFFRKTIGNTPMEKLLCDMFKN
#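 Test system – NR2E3–RetCOR corepressor complex · Quantity – NR2E3 fusion 1.35 nM · Buffer or medium – Tris pH 7.5 · Incubation – Compound–protein incubation for 5 h at 4 °C · Technique – TR-FRET, Eu(K)-anti-GST donor, streptavidin-D2 acceptor, ex 340, em 617/671 nm · Evaluation – percent inhibition of 671/617 nm emission ratio versus biotin and DMSO controls · Plate – 1536-well format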
# MITF TRPM1 inh = inhibitors of MITF-dependent TRPM1 promoter reporter, primary screen, cell-based, SK-MEL-5, single point, luciferase | SK-MEL-5 TRPM1 promoter luciferase, 24 h | inhibition, % at 12.5 µM | actives 0.83% (n = 330,000);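 active = mean inhibition across replicates of 60% or more, whatever share of single replicates reaches that level; inconclusive = some that reach 60%, reason not given; inactive = mean inhibition across replicates below 60%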; also: values of inactives mirror those of a sister screen read the other way
# hiPSC survival = enhancers of single-cell hiPSC survival, primary screen, ATPlite luminescence | 100% = ROCK inhibitor wells, 0% = DMSO | survival enhancement, % at 20 µM | actives 0.044% (n = 360,000) | AID 602274, 2012; in the data active = survival enhancement above about 18%;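 also: cells exposed to compounds for 16 hours before the ATP read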
# Shn3 inh set2 = reduction of Shn3 3'UTR firefly luciferase signal, primary screen, Schnurri-3 inhibitor project, cell-based, Clone20 osteoblasts, set 2; actives 0.52% (n = 360,000); inhibition, % at 12.5 µM; Clone20 osteoblast Shn3 3'UTR firefly luciferase, 24 h;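 active = mean inhibition of at least 75% with every replicate also reaching 75%; inconclusive = mean inhibition at least 75% but some replicate below; inactive = mean inhibition below 75%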;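 also: 0% = median of neutral control wells and 100% = pilot-screen positive control compound; some compounds past the cut are filed as inactive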
# Peg3 prom inh = Peg3 promoter-driven luciferase inhibitors, primary screen, cell-based, HeLa, luciferase luminescence | actives 1.7% (n = 360,000) | inhibition, % at 20 µM | HeLa PEG-Prom luciferase reporter, overnight | AID 588405, 2011;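 active = inhibition of at least 50% at 20 µM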
# HIF-2a inh = HIF-2a reporter inhibitors, primary screen, luminescence, 786-0 RCC cells. 786-0 RCC cells HIF-2a reporter, luciferase luminescence, overnight. inhibition, % at 18.8 µM. actives 0.72% (n = 360,000). AID 624352, 2012;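 active = inhibition of the luminescence signal of 40% or more relative to plate controls, in a single-dose primary screen at 18.75 µM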
# NR2E3 ag-2 = NR2E3 agonists in two-hybrid cells, primary screen, cell-based, luminescence, CHO-S, Gal4-NCOR/VP16-NR2E3; Photoreceptor-specific nuclear receptor (Homo sapiens), Q9Y5X4; luciferase; inhibition of corepressor binding, % at 3.98 µM; actives 0.35% (n = 360,000); AID 602229, 2012;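 active = inhibition above the mean of all tested compounds plus 3 SD, cut at about 70% in these data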;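 also: 0% = DMSO with NR2E3 transfected cells and 100% = cells lacking NR2E3 construct; higher means lower luciferase signal from less NR2E3 corepressor binding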
# KKLEB cytotox = cytotoxicity in KKLEB CF airway cells, primary screen, cytotoxicity control for CF NF-kB inhibitor project, cell-based, uHTS, fluorescence assay plates; KKLEB CF airway cells viability, ATPlite luminescence, overnight; active compounds read low; cells stimulated with P. aeruginosa culture filtrate; activity change (cytotoxicity), % at 5 µM; actives 0.36% (n = 360,000); AID 602141, 2011;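 active = corrected activity change at or below -50% at 5 µM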
# CF NFkB block = inhibitors of PAF-induced NF-kB signaling, primary screen, cell-based, GFP fluorescence, uHTS; KKLEB NF-kB-GFP reporter, GFP fluorescence overnight; inhibition, % at 5 µM; actives 0.86% (n = 360,000);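 active = at least 50% inhibition at 5 µM, scaled per plate between neutral and stimulator controls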;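 also: PAF is a Pseudomonas aeruginosa culture filtrate used as stimulus; plate controls were PAF-stimulated DMSO wells for no effect and unstimulated DMSO wells for full effect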
# Numbers without * were called inactive; u = inconclusive; x = no result given. An excerpt; count on the stated rates, not on these rows.
# The line under a structure holds: LMP1 NFkB inh | TRAIL sens C8 | NR2E3 ag-1 | MITF TRPM1 inh | hiPSC survival | Shn3 inh set2 | Peg3 prom inh | HIF-2a inh | NR2E3 ag-2 | KKLEB cytotox | CF NFkB block
[1] COc1cc(S(=O)(=O)Nc2cccc(C(=O)O)c2)c(OC)cc1Cl
    -1 | -3 | 0 | 4 | -0.1 | -16 | 11 | -17 | -20 | 10 | -12
[2] Cn1cnc2cc(NCc3cccs3)ccc21
    -8 | -7 | -5 | -51 | 3.1 | -50 | -68 | -98 | -41 | -2 | -10
[3] COc1ccc2c(c1)c(CC(=O)Nc1cccc(S(N)(=O)=O)c1)c(C)n2C(=O)c1ccc(Cl)cc1
    -5 | -9 | 2 | 14 | 0.4 | 28 | 36 | 13 | -16 | -12 | -2
[4] C[C@H](CO)N1C[C@H](C)[C@@H](CN(C)S(=O)(=O)c2cccs2)Oc2c(NC(=O)NC3CCCCC3)cccc2C1=O
    0 | -14 | x | -4 | -1.3 | 5 | 12 | 6 | -42 | 0 | -15
[5] Nn1c(C2CCC2)nc2ccccc2c1=O
    3 | 14 | 3 | 4 | -0.7 | -6 | 21 | 28 | 21 | 10 | 11
[6] O=C(Cn1c(=O)oc2cc(S(=O)(=O)N3CCCC3)ccc21)NC1CCCc2ccccc21 (configuration not stated)
    10 | 13 | 3 | 18 | -0.1 | 26 | 21 | 9 | -12 | 8 | 34
[7] COc1ccccc1NC(=O)/C(=C\c1cccnc1)NC(=O)c1ccc(C)cc1
    17 | -18 | -4 | -2 | -0.6 | 2 | 13 | 14 | -12 | 0 | -13
[8] CCCc1ccc(-c2cc(C(=O)N/N=C/c3ccc([N+](=O)[O-])o3)c3ccccc3n2)cc1
    58* | 86* | 0 | 51 | -5.8 | -10 | -121 | -109 | -239 | -51* | -4
[9] Cc1ccc(-c2csc3ncnc(SCC(=O)O)c23)cc1
    1 | -3 | 1 | 4 | 0.7 | -4 | 7 | 2 | -1 | -8 | 10
[10] CCn1c(=O)n(CC)c2cc(NC(=O)c3ccccc3Cl)ccc21
    -1 | -1 | 3 | 4 | 0.5 | 5 | 11 | 1 | -27 | 7 | 2
[11] COc1ccccc1N1CCN(C2CC(=O)N(c3ccccc3)C2=O)CC1 (configuration not stated)
    2 | 6 | -2 | -1 | -0.6 | -5 | 2 | 18 | 1 | 13 | -4
[12] Cc1ccc(C#N)c(SCCN2CCCCC2)n1
    x | -1 | x | -22 | -0.6 | 0 | -8 | 5 | -28 | -5 | 0
[13] O=C1ON=C(c2ccccc2)/C1=C/c1ccco1
    13 | 2 | 2 | 40 | -0.4 | 13 | 35 | 30 | 3 | -6 | 3
[14] O=C(COc1ccc([N+](=O)[O-])cc1)NNC(=O)C1COc2ccccc2O1 (configuration not stated)
    7 | -4 | x | x | 4.2 | -4 | 1 | 4 | -9 | 6 | -8
[15] CCC(C)NC(=O)c1ccccc1NC(=O)/C(=C/c1ccc(OC)cc1)c1ccccc1 (configuration not stated)
    -4 | 1 | 0 | 0 | -0.6 | 9 | 20 | 6 | 8 | 11 | 2
[16] Cc1cc(C)nc(SCC(=O)Nc2ccc(Br)cn2)n1
    -5 | 4 | 1 | 7 | 0.2 | -35 | -3 | 4 | -11 | 0 | -1
[17] Cc1nc2nc(SCC(=O)NCCN3CCOCC3)nn2c(C)c1Cc1ccccc1
    -2 | 3 | -2 | -2 | 3.1 | -2 | -1 | 0 | -17 | 10 | 8
[18] CCn1c(SCC(=O)NC2CC2)nnc1-c1ccc(F)cc1
    7 | -14 | 2 | 5 | -0.3 | 8 | 8 | 19 | -24 | -9 | 19
[19] Cc1ccnc(NC(c2ccsc2)c2ccc3ccc(C)nc3c2O)c1 (configuration not stated)
    1 | 3 | -6 | 15 | -1.3 | -13 | 10 | 7 | -10 | -17 | 26
[20] CSc1cccc(CN2CCC(CO)(Cc3ccccc3)CC2)c1
    0 | -1 | 0 | -10 | -1.8 | 24 | 9 | 20 | -6 | -5 | -1
[21] COc1ccc(OC)c(NC(=O)C2CCCN(S(=O)(=O)c3cccc4nonc34)C2)c1 (configuration not stated)
    -12 | 0 | 1 | 3 | -0.8 | -1 | 1 | -2 | -19 | 5 | 0
[22] Cc1cc2ccccc2n1CCNC(=O)Cc1ccccc1
    2 | -1 | -3 | x | 1.2 | -18 | 3 | 3 | -22 | 18 | -11
[23] Cc1cc(Oc2ccc(-c3ccccc3)cc2)nc(N2CCOCC2)n1
    -1 | 20 | 2 | -3 | -0.9 | 15 | 8 | 7 | -11 | 0 | 16
[24] O=C(O)CCCCCCCCCC(=O)c1cccs1
    -6 | 13 | 0 | 3 | -0.7 | -1 | -2 | 21 | -24 | 8 | -6
[25] O=C(Nc1ccc([N+](=O)[O-])cc1)NN1CCCCCC1
    8 | 7 | x | 8 | -2.1 | 24 | 13 | -22 | 24 | -15 | 23
[26] O=C1NC(Cc2ccccc2)c2nc3ccc(Br)cc3c(=O)n2-c2cc3ccccc3cc21 (configuration not stated)
    7 | 6 | x | x | -0.5 | 4 | 14 | 15 | 8 | 3 | -3
[27] O=C(CCS(=O)(=O)c1ccccc1)Nc1ccccc1F
    9 | 0 | 4 | -1 | 0.4 | -20 | -36 | -24 | -14 | -3 | 12
[28] CCCOC(=O)Cn1cnc2scc(-c3ccc(C)cc3)c2c1=O
    11 | -23 | 4 | 1 | 1.4 | -5 | -16 | -6 | -26 | -2 | -2
[29] CC12C=CC3(O1)C(C(=O)N1CCCOC13)C2C(=O)O (configuration not stated)
    4 | 8 | 0 | -12 | 3.9 | 7 | 16 | 26 | -14 | -7 | 10
[30] Cc1ccc(C(=O)NN(CCC(=O)NC(C)(C)C)C2=NS(=O)(=O)c3ccccc32)cc1
    -12 | -17 | 2 | 21 | -1.7 | 4 | 16 | 21 | 8 | 8 | -8

# One compound at a time, from the list above.
# `Cc1cc(C)nc(SCC(=O)Nc2ccc(Br)cn2)n1` reads LMP1 NFkB inh = -5; TRAIL sens C8 = 4; NR2E3 ag-1 = 1; MITF TRPM1 inh = 7; hiPSC survival = 0.2; Shn3 inh set2 = -35; Peg3 prom inh = -3; HIF-2a inh = 4; NR2E3 ag-2 = -11; KKLEB cytotox = 0; CF NFkB block = -1
# `COc1ccc2c(c1)c(CC(=O)Nc1cccc(S(N)(=O)=O)c1)c(C)n2C(=O)c1ccc(Cl)cc1` reads LMP1 NFkB inh = -5; TRAIL sens C8 = -9; NR2E3 ag-1 = 2; MITF TRPM1 inh = 14; hiPSC survival = 0.4; Shn3 inh set2 = 28; Peg3 prom inh = 36; HIF-2a inh = 13; NR2E3 ag-2 = -16; KKLEB cytotox = -12; CF NFkB block = -2

# More compounds follow:
# The line under a structure holds: LMP1 NFkB inh | TRAIL sens C8 | NR2E3 ag-1 | MITF TRPM1 inh | hiPSC survival | Shn3 inh set2 | Peg3 prom inh | HIF-2a inh | NR2E3 ag-2 | KKLEB cytotox | CF NFkB block
[31] CCC[C@H]1CN(c2ccccc2)C(=O)[C@@H]1CC(=O)Nc1ccc(OC)cc1
    15 | 0 | x | x | 4.9 | 11 | 9 | -11 | -4 | 12 | -10
[32] O=C(C1CC(c2ccccc2O)=NO1)N1CCCC1 (configuration not stated)
    -7 | 0 | -4 | -29 | -0.8 | -2 | -88 | -97 | -17 | 3 | 12
[33] CCS(=O)(=O)N1CCC(C(=O)NCc2ccc(F)cc2Cl)CC1
    2 | 7 | 3 | 4 | 5.0 | -9 | -88 | -11 | 7 | 0 | -1
[34] CCN(CC)S(=O)(=O)c1cc(NC(=O)COC(=O)c2ccc(NC(=O)CC#N)cc2)ccc1C
    -5 | -7 | 0 | -6 | -0.3 | 2 | -6 | 13 | 3 | 4 | -1
[35] Fc1ccccc1COc1ccc(-c2nnn(Cc3ccccc3F)n2)cc1
    -9 | 9 | 6 | -16 | -0.4 | 4 | -37 | -92 | -13 | 7 | 12
[36] O=C(Cn1ccc2cc(S(=O)(=O)N3CCCC3)ccc21)NCc1ccco1
    x | -3 | 1 | 1 | -0.2 | -9 | -3 | 2 | 15 | 14 | 4
[37] Cc1ccnc(NC(=O)c2ccccc2NC(=O)c2ccc(Cl)cc2Cl)c1
    5 | 43 | 2 | 18 | -0.4 | 11 | 5 | 10 | -4 | -8 | 11
[38] CC(C)c1ccc(NC(=S)NNC(=O)c2cccs2)cc1
    -14 | 0 | 3 | -39 | -1.6 | -41 | -283 | -310 | -76 | 24 | 4
[39] CCN(CC)C(=O)C1=C(C)N(Cc2ccc(F)cc2)C(=O)C(CC(=O)NC2CCCC2)C1 (configuration not stated)
    5 | -9 | x | x | -1.3 | -3 | 11 | 2 | -12 | 1 | -6
[40] CCc1nnc(NC(=O)C2Cc3ccccc3CN2S(=O)(=O)CC)s1 (configuration not stated)
    -1 | -2 | 2 | -7 | -0.3 | -1 | -41 | -47 | -14 | 12 | -6
[41] O=C(O)c1cccc(-c2ccc(/C=c3/sc4nc5ccccc5n4c3=O)o2)c1
    -12 | -3 | 15 | -16 | 0.4 | -16 | -71 | -126 | -44 | 11 | -68
[42] CCCS(=O)(=O)N1CCCC(c2nc(-c3ccc(OC)cc3)no2)C1 (configuration not stated)
    -7 | -8 | 6 | -11 | -0.8 | 28 | 1 | -16 | -5 | -3 | -11
[43] O=C(NCCN1CCc2ccccc2C1)Nc1ccc(F)cc1
    -5 | -3 | 0 | 6 | -0.9 | 8 | 14 | 1 | -25 | 2 | -48
[44] COc1ccccc1NC(=O)Cn1nnc(-c2ccccc2NS(=O)(=O)c2ccccc2)n1
    u | 9 | 3 | 10 | -1.0 | 68 | 22 | 31 | 35 | 11 | 1
[45] CN(Cc1ccc2ccccc2c1)C(=O)c1ccc(C(F)(F)F)cc1
    -1 | -5 | -1 | -16 | 0.0 | 3 | 6 | -13 | 0 | 3 | -1
[46] CC(=O)N=C1SC2CS(=O)(=O)CC2N1c1ccccc1Cl (configuration not stated)
    3 | 1 | 4 | -7 | -1.1 | -1 | 5 | 12 | -15 | -2 | 1

# An excerpt from above, showing only NR2E3 ag-2 and Shn3 inh set2:
entry	SMILES	NR2E3 ag-2	Shn3 inh set2
44	COc1ccccc1NC(=O)Cn1nnc(-c2ccccc2NS(=O)(=O)c2ccccc2)n1	35	68
45	CN(Cc1ccc2ccccc2c1)C(=O)c1ccc(C(F)(F)F)cc1	0	3

# Screening data (PubChem BioAssay)
